Source: PubChem BioAssay
CHO-K1 Ca antag: counter-screen for M1 antagonists: effect in parental CHO-K1 cells; ATP-induced calcium, Fluo-8 fluorescence; inhibition, % at 3 µM; 360,000 tested, 0.6% active;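 active = inhibition above a per-plate cutoff, the plate's mean sample inhibition plus 3 SD, cut at about 24% in these data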;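 also: 0% = DMSO plus EC80 ATP and 100% = DMSO alone without ATP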
V1R ag counter: agonists of human V1a receptor, primary screen, counter-screen for OXTR agonist project, fluorescence, CHO-V1R cells; Vasopressin V1a receptor (Homo sapiens), P37288; Fluo-8 calcium fluorescence, agonist mode; 0% DMSO, 100% 3 nM vasopressin; activation, % at 3 µM; 320,000 tested, 0.25% active;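 active = activation above the mean activation of all tested compounds plus 3 SD, per screening run, cut at about 20% in these data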;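 also: signal is peak over basal fluorescence ratio across a 100 second FLIPR read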
TAAR1 agonist: human TAAR1 agonists, primary screen, Fluo-8 calcium fluorescence, CHO RD-HGA16 cells | Trace amine-associated receptor 1 (Homo sapiens), Q96RJ0 | vehicle wells 0%, saturating PEA agonist 100% | activation, % at 3 µM | 360,000 tested, 0.99% active | AID 624467, 2012;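 active = activation above the mean activation of all test compounds in the run plus 3 SD, cut at about 38% in these data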
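Signal – calcium-sensitive Fluo-8 signal, excitation 470-495, emission 515-575 nm · System – RD-HGA16 (CHO) cells co-expressing Gα16 and hTAAR1 · Incubation – 17-24 h seeding, 75 min 37 °C dye, 30 min RT · Compound dosing – 3 µM single concentration · Repeats – no replicates (n 1)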
OXTR potentiator: human OXTR potentiators, primary screen, fluorescence, CHO-OTR cells, Fluo-8 calcium | Oxytocin receptor (Homo sapiens), P30559 | Fluo-8 calcium fluorescence, potentiator mode; 0% = oxytocin EC15, 100% = EC100 | activation, % at 3 µM | 320,000 tested, 0.061% active;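 active = activation above that plate's cutoff, the mean activation of tested compounds plus 3 SD, cut at about 6.6% in these data, passing the limit was not always enough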;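 also: 100% uses oxytocin at 75 nM as the full agonist control; some results filed as inactive read as strong as hits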
Target sequence (P30559 whole entry, looked up): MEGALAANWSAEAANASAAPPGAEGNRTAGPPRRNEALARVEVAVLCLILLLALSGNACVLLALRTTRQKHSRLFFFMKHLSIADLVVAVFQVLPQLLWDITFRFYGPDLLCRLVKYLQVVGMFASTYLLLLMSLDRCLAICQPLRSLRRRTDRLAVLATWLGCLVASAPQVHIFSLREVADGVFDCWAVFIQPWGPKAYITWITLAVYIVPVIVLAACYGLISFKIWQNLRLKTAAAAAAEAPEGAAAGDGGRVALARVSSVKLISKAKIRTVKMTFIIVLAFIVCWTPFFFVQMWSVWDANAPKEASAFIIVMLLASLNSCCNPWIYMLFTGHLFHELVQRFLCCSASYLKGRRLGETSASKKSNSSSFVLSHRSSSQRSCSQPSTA
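Dosing: Single dose, 3.0 µM nominal final compound concentration | Material: Human OTR in CHO cells | Technique: Kinetic Fluo-8 calcium fluorescence | Benchmarks: EC15 oxytocin alone as 0%, 75 nM oxytocin as 100% | Probe or stimulus: Oxytocin at about EC15, sub-maximal agonist stimulus | Incubation: Compound 6 min at room temperature before oxytocin, 100 s read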
M1 PAM parental: nonselective calcium activators in parental CHO-K1 cells, primary screen, counter-screen for M1 PAM project, cell-based, Fluo-8 calcium fluorescence, full deck, 1536-well; ATP EC20; 0% at ATP EC20, 100% at ATP max; activation, % at 3 µM; 360,000 tested, 0.02% active; AID 602247, 2012;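 active = activation above the run cutoff, the mean activation of all test compounds plus 3 SD, cut at about 40% in these data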;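 also: peak over basal fluorescence ratio in a 140 s read after ATP addition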
CHO parental Ca: ATP-evoked calcium signal inhibitors, parental CHO, primary screen, counter-screen for OX1R antagonist project, cell-based, fluorescence, Fluo-8 calcium dye. parental CHO-K1, ATP-induced calcium, Fluo-8 fluorescence. inhibition, % at 5.6 µM. 330,000 tested, 0.63% active. AID 463079, 2010;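 active = inhibition above that plate's mean sample inhibition plus 3 SD, cut at about 26% in these data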;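 also: 0% = ATP-challenged DMSO wells and 100% = DMSO wells without ATP; some compounds past the cut are filed as inactive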
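Test system: parental CHO cells; detection: calcium-sensitive Fluo-8 fluorescence; evaluation: percent inhibition of calcium signal; also added: ATP as calcium-mobilizing challenge; repeats: one well per compound; control set: ATP-challenged DMSO wells low, unchallenged DMSO wells high; compound: single nominal dose of 5.6 µM per compound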
TAAR1 antagonist: human TAAR1 antagonists, primary screen, Fluo-8 calcium fluorescence, CHO RD-HGA16 cells; Trace amine-associated receptor 1 (Homo sapiens), Q96RJ0; antagonist; inhibition, % at 3 µM; 360,000 tested, 1.5% active; AID 624466, 2012;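 active = inhibition above a per-plate cutoff, the mean inhibition of test compounds on that plate plus 3 SD, cut at about 49% in these data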;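 also: 0% = DMSO plus EC80 beta-PEA response and 100% = DMSO alone without agonist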
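Assay system: CHO-derived RD-HGA16 cells stably expressing human TAAR1 plus Gα16. Timing: 140 s kinetic read after compound, 140 s after agonist. Technique: kinetic Fluo-8 calcium fluorescence measurement. Measure: % inhibition of agonist calcium response.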
CHRM1 agonist: human M1 muscarinic receptor agonists, primary screen, Fluo-8 calcium fluorescence, CHO-K1 cells, HTS; Muscarinic acetylcholine receptor M1 (Homo sapiens), P11229; CHO-K1 hM1, agonist mode; 0% DMSO, 100% acetylcholine EC100; activation, % at 3 µM; 360,000 tested, 0.33% active; AID 588814, 2011;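 active = activation above the run's mean compound activation plus 3 SD, cut at about 16% in these data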;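 also: peak over basal fluorescence ratio within a 140 s kinetic read after compound addition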
Target sequence (P11229 whole entry, looked up): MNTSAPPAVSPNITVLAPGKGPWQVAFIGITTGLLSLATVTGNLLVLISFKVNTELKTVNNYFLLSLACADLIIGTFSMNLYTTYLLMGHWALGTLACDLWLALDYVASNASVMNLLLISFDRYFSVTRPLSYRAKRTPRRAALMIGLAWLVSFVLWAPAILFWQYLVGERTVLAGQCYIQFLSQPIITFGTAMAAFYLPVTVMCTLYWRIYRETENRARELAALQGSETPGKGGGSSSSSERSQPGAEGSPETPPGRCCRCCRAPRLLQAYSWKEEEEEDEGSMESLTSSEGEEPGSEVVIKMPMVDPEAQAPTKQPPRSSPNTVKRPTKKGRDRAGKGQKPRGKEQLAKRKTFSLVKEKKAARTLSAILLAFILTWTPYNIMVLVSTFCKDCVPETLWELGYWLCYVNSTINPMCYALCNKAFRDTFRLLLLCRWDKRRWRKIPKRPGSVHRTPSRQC
M1 ag parental: counter-screen for M1 agonists: effect in parental CHO-K1 cells; Fluo-8 calcium fluorescence; scaled to maximal ATP response, vehicle zero; activation, % at 3 µM; 360,000 tested, 0.48% active; AID 602248, 2012; in the data active = activation above about 15%;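 also: untransfected CHO-K1 host cells lacking M1 receptor as counterscreen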
Active calls of the source: *; nt = not tested or not shown.

Value order – CHRM1 agonist | CHO-K1 Ca antag | TAAR1 antagonist | M1 PAM parental | V1R ag counter | TAAR1 agonist | M1 ag parental | CHO parental Ca | OXTR potentiator
O=C(c1ccc(S(=O)(=O)N2CCCCC2)cc1)N1CCN(Cc2ccc3c(c2)OCO3)CC1
    -4 | -7 | -1 | 19 | nt | 1 | 2.7 | nt | nt
O=C(COc1ccc(Cl)cc1Cl)NNC(=S)NC(=O)c1ccco1
    -2 | -9 | -21 | 12 | -1.9 | 8 | 0.3 | -12 | 1
CC(=O)N1N=C(c2cccc(Cl)c2)OC1c1ccc(C(C)C)cc1 (configuration not stated)
    -3 | -5 | 10 | 16 | -0.1 | 7 | 0.8 | -6 | -8
COc1ccccc1C(O)(C(=O)NNc1ccccc1C)c1ccccc1OC
    0 | 11 | -16 | 8 | 0.2 | 14 | 0.5 | -19 | -6
NCC1CC2c3ccccc3C1c1ccccc12 (configuration not stated)
    -9 | -2 | -6 | 1 | 4.1 | 7 | 2.1 | -17 | -5
CC(Oc1ccc(Cl)cc1)c1ccnn1S(C)(=O)=O (configuration not stated)
    -5 | 5 | -12 | 8 | 5.2 | 3 | 0.3 | -11 | -6
CN(Cc1ccccc1)C(=O)c1ccc(Cl)c([N+](=O)[O-])c1
    -6 | -12 | -1 | 30 | 2.7 | 2 | 2.3 | -4 | -10
CCCC#Cc1ccc2c(c1)O[C@H](CN(C)S(=O)(=O)c1cccc(OC)c1)[C@H](C)CN([C@H](C)CO)S2(=O)=O
    -2 | 4 | 21 | -2 | nt | 1 | 0.3 | nt | nt
CCOc1ccccc1NC(=O)CCc1nnc2ccc(N3CCC4(CC3)OCCO4)nn12
    -2 | -16 | -16 | -5 | 0.1 | 2 | 2.0 | -9 | -6
CC1(C(=O)NS(=O)(=O)c2ccc(C#N)cc2)CCN1C(=O)c1ccccc1CCc1ccccc1 (configuration not stated)
    -4 | 13 | -32 | 0 | nt | 1 | 7.0 | nt | nt
O=C(/C=C/c1ccc(OC2CSC2)cc1)c1ccccc1
    -4 | -14 | -3 | 19 | 1.3 | 8 | 0.4 | -20 | -8
Cc1cccc(N2C(=O)CC(N3CCN(C(=O)c4ccccc4)CC3)C2=O)c1 (configuration not stated)
    -7 | -6 | 9 | 8 | -0.5 | 1 | 0.0 | -13 | -3
Cc1ccccc1C(=O)NC(=S)NCC(=O)c1ccccc1
    -2 | -10 | -7 | 20 | -0.9 | 11 | 0.2 | -6 | -5
O=C(COc1ccccc1Cl)NC(=O)NC1CCCC1
    -9 | -9 | 4 | 17 | -0.7 | 14 | 0.9 | -15 | -9
NC(N)=Nc1nc2ccc(Cl)cc2c(=O)[nH]1
    -4 | -6 | 9 | 19 | 0.7 | 0 | 1.0 | -17 | -13
CC1CC2=C(C(=O)O1)C(c1ccccc1)Nc1ccccc1N2 (configuration not stated)
    -4 | 6 | -2 | 7 | 0.1 | 2 | 0.8 | -2 | -8
CC(=O)Nc1c(C(N)=O)oc2ccc(Cl)cc12
    -3 | -8 | -28 | 5 | 0.9 | 2 | 0.1 | -10 | 0
CC(C)(C)n1ncc2c(=O)n(CC(=O)Nc3ccc(Cl)cc3)cnc21
    -3 | 5 | 6 | 10 | 0.7 | 8 | 0.6 | -14 | -12
Fc1ccc(CNC(=S)NCc2ccccc2)cc1
    -1 | 2 | 13 | 3 | 2.5 | 1 | 1.3 | -6 | -9
N#Cc1cc2c(nc1SCC(=O)N1CCOCC1)CCCCC2
    -3 | -18 | -4 | 4 | -0.6 | 3 | 0.7 | -8 | 4
COc1cc(CC(NC(C)=O)C(=O)NC2CCN(c3nc(OC)nc(OC)n3)CC2)cc(OC)c1 (configuration not stated)
    -2 | -4 | -24 | -11 | 0.4 | 3 | 0.1 | -5 | -2
O=C(COC(=O)c1ccc(F)cc1F)NCCC1=CCCCC1
    3 | 6 | -27 | 13 | -1.1 | 6 | -0.1 | -16 | 9
C=C1C[C@H]2[C@@H]3CCc4cc(OC)ccc4[C@H]3CC[C@]12C
    -5 | 1 | -17 | -16 | 0.0 | 16 | -0.2 | -13 | -10
Cc1ccc(S(=O)(=O)N2C[C@H]3C(=O)C[C@@H](c4ccccc4)N(S(=O)(=O)c4cccc(C)c4)[C@H]3C[C@H]2c2ccccc2)cc1
    4 | 6 | -16 | 12 | nt | 5 | 0.2 | nt | nt
COc1ccc(C(C)(O)c2nc(-c3csc4ccccc34)cs2)cc1 (configuration not stated)
    4 | -7 | 10 | 13 | nt | 8 | 0.0 | nt | nt
COc1ccc(OC)c(N(CC(=O)NCc2ccncc2)S(C)(=O)=O)c1
    -7 | -3 | 0 | 16 | -0.2 | 6 | 0.1 | -4 | -6
CCN(CC)CCN(Cc1cc2cc(C)ccc2[nH]c1=O)C(=S)NCc1ccco1
    -13 | 7 | -9 | -6 | 0.8 | 1 | 1.1 | -22 | -5
O=C(NN=Cc1ccc2c(c1)CCN2)c1cccs1
    0 | -4 | -14 | 3 | nt | 15 | -0.7 | nt | nt
COc1ccc(OC)c(S(=O)(=O)N2CCN(c3ccccc3OC)CC2)c1
    0 | -3 | -11 | -9 | 2.7 | 1 | 1.3 | -19 | -9
COc1cccc(NC(=O)c2c([N+](=O)[O-])cnn2C)c1
    -1 | -6 | -26 | 11 | -0.5 | 5 | 0.5 | -6 | -14
O=C(Nc1cccnc1)C1CC(c2ccccc2O)=NO1 (configuration not stated)
    -3 | -13 | 16 | 22 | 0.9 | 3 | 2.3 | -10 | -3
CCCCN1C(=O)C(CC(=O)NCCN2CCOCC2)CC(C(=O)N2CCOCC2)=C1C (configuration not stated)
    -2 | -10 | -17 | 22 | nt | 2 | 0.3 | nt | nt
CC(=O)c1c(C)[nH]c(C(=O)OCC(=O)C(C)(C)C)c1C
    -1 | -16 | -26 | 16 | 0.3 | 8 | 1.6 | 3 | -3
CC1(Cc2ccc(F)c(Cl)c2)C(=O)Nc2c(Cl)cccc21 (configuration not stated)
    -1 | -3 | 18 | -2 | nt | 5 | -0.8 | nt | nt
CC(=O)CSc1ncnc2c1oc1ccccc12
    -5 | -7 | -2 | 14 | 0.3 | 1 | 1.0 | -11 | -13
Cc1ccsc1C(=O)N1CCC1(C)C(=O)NCCC#N (configuration not stated)
    -2 | -3 | -18 | 4 | nt | 5 | 0.5 | nt | nt
CC(=O)NNS(=O)(=O)c1ccc(-c2cc(C(F)(F)F)n(C)n2)s1
    -3 | -4 | -31 | 19 | -1.2 | 0 | 0.8 | -8 | -15
COc1ccc(NC(=O)NCCCN2CCc3ccccc3C2)cc1
    -14 | -4 | -16 | 13 | 0.3 | 5 | 0.1 | -11 | 5
Cc1c(C(=O)c2ccc([N+](=O)[O-])cc2)c(=O)n(C)c(=O)n1C
    -8 | -17 | 0 | 28 | 1.1 | 7 | 0.9 | -6 | -1
CCOP(=O)(OCC)C(Nc1ccccn1)c1ccc(F)cc1 (configuration not stated)
    -7 | 6 | -12 | -1 | -0.3 | 1 | -0.1 | -10 | -4

Rewritten as labelled records: part of the list above.
CC(=O)NNS(=O)(=O)c1ccc(-c2cc(C(F)(F)F)n(C)n2)s1
- CHRM1 agonist: -3
- CHO-K1 Ca antag: -4
- TAAR1 antagonist: -31
- M1 PAM parental: 19
- V1R ag counter: -1.2
- TAAR1 agonist: 0
- M1 ag parental: 0.8
- CHO parental Ca: -8
- OXTR potentiator: -15
C=C1C[C@H]2[C@@H]3CCc4cc(OC)ccc4[C@H]3CC[C@]12C
- CHRM1 agonist: -5
- CHO-K1 Ca antag: 1
- TAAR1 antagonist: -17
- M1 PAM parental: -16
- V1R ag counter: 0.0
- TAAR1 agonist: 16
- M1 ag parental: -0.2
- CHO parental Ca: -13
- OXTR potentiator: -10

The listing continues:
Value order – CHRM1 agonist | CHO-K1 Ca antag | TAAR1 antagonist | M1 PAM parental | V1R ag counter | TAAR1 agonist | M1 ag parental | CHO parental Ca | OXTR potentiator
O=C(O)C1CCN(S(=O)(=O)c2cccnc2)CC1
    -3 | 13 | -12 | -7 | 0.3 | 5 | -0.2 | 1 | -9
COc1cccc(-n2c(=O)c3sccc3n(CC(=O)NC3CCCCC3)c2=O)c1
    0 | -6 | -2 | 4 | -0.3 | 5 | 0.1 | 3 | -3
COc1ccc(CCN2C(=O)CC(C(N)=O)SC2=Nc2ccccc2)cc1 (configuration not stated)
    -2 | -6 | 5 | -4 | -2.9 | 0 | 0.8 | -11 | -2
COc1ccc(CNC(=O)C[C@H]2C[C@H](C(=O)N3CCCCC3)[C@@]3(CCc4ccccc4)c4[nH]c5cc(-c6ccco6)ccc5c4CCN3C2=O)cc1OC
    -2 | -14 | nt | 19 | nt | nt | 0.7 | -7 | nt
COc1cccc(NC(=O)NCc2ccccn2)c1
    -2 | -10 | -8 | 11 | 0.4 | 4 | 0.8 | 5 | 5
COC(=O)CCSCc1cn2cc(Cl)ccc2n1
    -1 | -7 | -7 | 23 | 0.3 | 6 | 2.7 | -3 | -5
Cc1ccc(CSCCNC(=O)/C=C/c2ccc(Cl)cc2)cc1
    -5 | -8 | 5 | 12 | -0.4 | 6 | 0.4 | -8 | 3
CCN(CC)c1ccc(NC(=O)CNCc2ccccc2Cl)c(C)c1
    -9 | -13 | -18 | 6 | 2.4 | 9 | -0.2 | -4 | -6
COc1cc(OC)cc(C(=O)NNC(=O)CN2C(=O)NC(C)(c3ccc(C)cc3)C2=O)c1 (configuration not stated)
    -1 | -3 | 9 | 22 | 0.6 | 1 | 5.5 | -4 | 7
Cc1ccc(S(=O)(=O)c2nc(-c3ccccc3)oc2SCC(=O)NCC2CCCO2)cc1 (configuration not stated)
    -3 | -9 | -24 | 13 | 1.0 | -2 | -0.2 | -18 | -8
CC(C)COC(=O)N1CCCC1C(=O)O (configuration not stated)
    -4 | -2 | 22 | 9 | 0.3 | 8 | 0.3 | 8 | -7
CC1Nc2ncnc(N3CCN(c4ccccc4)CC3)c2N(Cc2ccc(Cl)cc2)C1=O (configuration not stated)
    -5 | -12 | 53* | 2 | 0.9 | 26 | 1.3 | -9 | -8

An unsorted share of the library; about 3.3% have a hit in one of these screens.
